# Source: PubChem BioAssay (several laboratories)
# FadD28 binding = inhibitors of Mycobacterium tuberculosis FadD28 bisubstrate binding; FadD28 bisubstrate probe binding, fluorescence polarization; inhibition, % at 12.5 µM; 360,000 compounds, 0.22% hits; AID 588549; in the data active means inhibition above about 8.5%, passing the limit was not always enough; inconclusive means no clear call, values can overlap the other calls
# Rv3671c inh = Rv3671c (M. tuberculosis) protease inhibition | 320,000 compounds, 0.048% hits | AID 2606 | inhibition, % at 5.96 µM | P9WHR9; in the data active means inhibition above about 38%;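 further: extracellular domain of Rv3671c used as enzyme; 0% = enzyme with DMSO and 100% = no enzyme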
# Target sequence (P9WHR9 whole entry, looked up, the tested form may be a part): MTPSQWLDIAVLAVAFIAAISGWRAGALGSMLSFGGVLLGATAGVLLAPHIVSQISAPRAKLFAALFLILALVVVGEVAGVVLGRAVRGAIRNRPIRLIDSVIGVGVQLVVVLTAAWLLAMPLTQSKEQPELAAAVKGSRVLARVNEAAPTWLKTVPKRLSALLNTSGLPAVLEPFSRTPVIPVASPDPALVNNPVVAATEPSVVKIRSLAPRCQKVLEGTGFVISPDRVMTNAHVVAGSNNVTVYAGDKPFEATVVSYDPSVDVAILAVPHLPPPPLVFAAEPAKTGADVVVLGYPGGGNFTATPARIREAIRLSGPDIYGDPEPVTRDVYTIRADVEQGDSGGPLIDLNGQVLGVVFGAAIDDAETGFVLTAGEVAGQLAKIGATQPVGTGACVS
# BoNT-F LC inh = inhibitors of Botulinum neurotoxin F light chain protease. Multiplex microsphere protease cleavage assay, flow cytometry. 360,000 compounds, 0.22% hits. inhibition, % at 10 µM; in the data active means inhibition above about 35%, passing the limit was not always enough; inconclusive means no clear call, values can overlap the other calls; further: plate controls were buffer without enzyme for full effect and enzyme alone for no effect
# BioA inh = BioA (M. tuberculosis) enzyme inhibition; inhibition, % at 9.99 µM; 360,000 compounds, 0.096% hits; purified M. tuberculosis BioA enzyme, plate reader; AID 602481; in the data active means inhibition above about 40%; inconclusive means no clear call, values can overlap the other calls
# UGM FP inh = inhibitors of M. tuberculosis UDP-galactopyranose mutase | 320,000 compounds, 0.06% hits | P9WIQ1 | inhibition, % at 10 µM | AID 504406 | purified UGM, fluorescence polarization probe displacement; in the data active means inhibition above about 10%, passing the limit was not always enough; inconclusive means no clear call, values can overlap the other calls
# Target sequence (P9WIQ1 whole entry, looked up): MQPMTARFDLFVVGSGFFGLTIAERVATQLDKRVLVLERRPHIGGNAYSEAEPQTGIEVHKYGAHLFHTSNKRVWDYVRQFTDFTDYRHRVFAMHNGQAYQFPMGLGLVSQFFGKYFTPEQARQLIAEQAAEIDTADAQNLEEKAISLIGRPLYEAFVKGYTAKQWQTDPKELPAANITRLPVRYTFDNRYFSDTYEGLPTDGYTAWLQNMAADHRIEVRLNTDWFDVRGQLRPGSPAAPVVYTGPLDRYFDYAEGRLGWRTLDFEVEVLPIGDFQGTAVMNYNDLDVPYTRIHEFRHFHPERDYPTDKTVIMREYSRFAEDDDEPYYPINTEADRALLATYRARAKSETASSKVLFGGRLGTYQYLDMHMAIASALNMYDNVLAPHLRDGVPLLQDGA
# MazEF act = increases E. coli MazEF RNase cleavage of RNA. FAM/BHQ RNA-DNA oligo cleavage fluorescence, 5 h. activation, % at 20 µM. 350,000 compounds, 0.32% hits. AID 504720; in the data active means activation above about 50%
# Target sequence (P0AE70 whole entry, looked up): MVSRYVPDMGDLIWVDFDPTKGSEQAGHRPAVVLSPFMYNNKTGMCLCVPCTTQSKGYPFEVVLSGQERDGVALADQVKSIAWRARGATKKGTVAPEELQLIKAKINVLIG
# FBA Mtb inh = Mtb fructose-bisphosphate aldolase inhibition. P9WQA3. purified M. tuberculosis FBA, fluorescence read-out. inhibition, % at 1 µM. 360,000 compounds, 2.3% hits. AID 588726; in the data active means inhibition above about 27%;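 further: 0% = vehicle and 100% = reference inhibitor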
# GDH-TPI counter = GDH-TPI coupled enzyme inhibition counter-screen; GDH-TPI coupled enzyme counterscreen, NADH absorbance; inhibition, % at 4.8 µM; 360,000 compounds, 1.2% hits; AID 588335; in the data active means inhibition above about 30%;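 further: 0% = DMSO wells and 100% = wells lacking the enzyme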
# PrPC surface inh = cell surface PrPC inhibition, primary TR-FRET screen; P04156; TR-FRET read-out; inhibition, % at 13.8 µM; 370,000 compounds, 0.43% hits; in the data active means inhibition above about 24%; further: 0% = median of the test wells and 100% = reference compound wells
# * = called active by the depositor; ? = inconclusive; . = no result given.
SMILES,FadD28 binding,Rv3671c inh,BoNT-F LC inh,BioA inh,UGM FP inh,MazEF act,FBA Mtb inh,GDH-TPI counter,PrPC surface inh
[N-]=[N+]=CC(=O)C(O)(c1ccccc1)C(Cl)c1ccccc1 (stereo unspecified),-3.3,-12.9,2.9,0.3,-0.2,13.8,1.3,11.8,9.4
O=C1Nc2ccccc2OCc2c1cccc2[N+](=O)[O-],-4.9,11.1,-3.6,.,0.4,8.0,-1.2,-6.9,-3.3
CC(OC(=O)c1ccc(Br)c(S(=O)(=O)N2CCOCC2)c1)C(=O)NC1CCCCC1C (stereo unspecified),1.0,5.3,3.4,-1.1,-2.6,-3.2,-0.1,-5.3,10.7
O=C(COC(=O)c1cccnc1Nc1cccc(C(F)(F)F)c1)NCc1ccc2c(c1)OCO2,-0.5,5.1,15.1,3.1,-0.4,14.5,-1.6,0.9,7.2
CCC1(c2ccccc2)NC(=O)N(CC(=O)Nc2ccc(S(=O)(=O)NC3=NCCCCC3)cc2)C1=O (stereo unspecified),-1.7,2.8,-2.0,0.1,-1.1,-5.6,-3.2,0.3,8.7
COc1ccc(C2=CCCCCC2)c(OC)c1OC,-3.9,.,-10.3,-1.8,.,3.5,-0.1,-14.1,-8.6
Cc1ccc(S(=O)(=O)N2CCC[C@H]2C(=O)OCc2nc3ccccc3s2)cc1,-1.3,.,4.2,.,.,-4.9,-0.9,0.0,10.6
Cc1ccnc(SC2CC(=O)N(c3ccccc3)C2=O)n1 (stereo unspecified),-1.6,.,-2.0,-1.4,.,3.3,8.6,10.0,5.8
O=C(CNC(=O)/C(=C\c1ccccc1)NC(=O)c1ccc(Br)cc1)OCc1ccccc1,-3.1,-7.4,-2.2,-1.0,2.8,-0.6,1.0,0.3,-0.4
O=C(NN1C(=O)c2ccc3c4c(ccc(c24)C1=O)CC3)c1ccc(Br)cc1,-9.2,7.0,-0.1,-0.4,-0.3,7.6,20.1,10.8,-0.5
CC(N)c1csc(NC(=O)c2cc(C(C)(C)C)nn2Cc2ccccc2)n1 (stereo unspecified),-6.5,.,-13.1,0.1,.,.,-2.0,14.3,-8.8
COc1ccc(OC)c(NC(=O)CN(C)CC(=O)Nc2ccccc2Br)c1,-2.3,3.5,2.0,.,0.8,13.9,5.3,-2.5,6.3
CCCS(=O)(=O)NC(=O)C1(C)CCCN(C(=O)c2ccccc2)C1 (stereo unspecified),-0.4,.,-1.2,-0.2,.,.,5.1,15.9,-7.0
CNC(=O)CN1C(=O)c2ccccc2S1(=O)=O,0.1,-0.3,1.5,-1.3,1.3,-4.0,0.7,5.3,-0.1
COc1ccccc1N1CCN(C(=S)NC(=O)c2ccc([N+](=O)[O-])cc2)CC1,-1.3,.,-3.5,-1.9,.,1.9,-0.2,12.5,-6.0
COc1ccc(N2CCN(C(=O)C3CCCN(S(=O)(=O)c4ccc5c(c4)oc(=O)n5C)C3)CC2)cc1 (stereo unspecified),0.4,0.9,-6.8,-4.0,-1.3,2.3,8.1,0.5,-2.9
COc1ccc(CCNc2oc(COc3ccccc3F)nc2C#N)cc1OC,-2.1,4.5,-23.0,0.9,0.4,-10.5,2.3,8.2,5.0
COC(=O)c1ccc(NC(=O)Cn2nc(SC)n(N)c2=S)cc1,-3.1,1.2,-6.7,.,0.3,9.2,2.2,1.7,3.9
CCCn1c(C2CCCN2c2nc(-c3cccc(Br)c3)cs2)nc2cc(Cl)c(Cl)cc21 (stereo unspecified),-3.9,-5.7,0.3,-1.4,-0.8,-3.6,-2.0,-0.5,-1.9
COc1cccc(C#Cc2c(C=O)n(C)c3ccccc23)c1,1.6,-7.6,12.7,-0.6,0.4,-21.9,21.5,11.9,-0.2
NC(=O)CC[C@@H]1NC(=O)[C@H](CO)NC(=O)c2cc([N+](=O)[O-])cc(I)c2OCC[C@@H](C(N)=O)NC1=O,1.4,8.4,0.0,-0.3,1.3,3.9,-3.1,14.7,-12.3
COC(=O)c1cc(N/C(N)=N/c2nc(C)cc(C)n2)cc(C(=O)OC)c1,-1.0,.,-2.4,-3.5,.,-2.8,2.4,7.1,2.8
CCn1c(=O)c2cc(C(=O)Nc3cc(C)on3)sc2c2ccccc21,-0.7,-0.8,7.5,-1.0,-0.3,-18.2,5.9,1.9,-13.2
O=C1CCCCC1(O)Cc1ccc2c(c1)OCO2 (stereo unspecified),-2.5,.,4.3,-3.5,.,12.5,-2.7,-3.5,1.4
CC(=O)OC1C=CN(C(C)=O)C(SC(C)(C)C)C1(C)O (stereo unspecified),0.0,.,-1.4,.,.,7.4,0.7,3.1,-4.4
# Further structures follow:
SMILES,FadD28 binding,Rv3671c inh,BoNT-F LC inh,BioA inh,UGM FP inh,MazEF act,FBA Mtb inh,GDH-TPI counter,PrPC surface inh
C[C@H](NC(=O)Cc1ccccc1)C(=O)N1CCC2(CC1)NCCc1[nH]cnc12,-0.6,4.9,-8.5,0.9,-0.8,-1.4,-0.1,-2.2,0.8
C/C(=N\NC(=O)c1ccc(Cl)c(Cl)c1)c1cccc(NC(=O)C(C)C)c1,-2.2,3.0,-1.5,3.1,-1.5,-8.3,-1.8,-0.6,11.5
CCC(C)NCc1ccc(C(=O)OC)o1 (stereo unspecified),-2.2,4.6,2.6,-2.8,-0.2,6.7,-1.8,-0.9,3.3
CCOC(=O)c1ccc(NC(=S)Nc2cccc(N)n2)cc1,-2.9,-14.8,.,0.3,2.1,21.6,1.1,20.0,2.0
O=C1COc2ccc(S(=O)(=O)Nc3ccc(OC(F)(F)F)cc3)cc2N1,-0.7,-0.9,-0.8,-3.7,-0.3,-1.8,1.8,3.5,3.6
CCCN1CCC(NC(=O)C2CCCCC2C(=O)O)CC1 (stereo unspecified),0.8,7.2,-1.1,-1.4,0.9,0.8,1.4,6.2,1.6
CC(=O)NC(CC(=O)NC1CCCc2ccccc21)c1ccccc1 (stereo unspecified),-1.5,5.0,-16.7,-0.4,0.3,-5.0,4.1,4.4,6.5
COc1ccc(C(C#N)=Cc2ccc(NC(C)=O)cc2)cc1,.,.,-6.3,0.3,.,-12.4,1.6,40.4*,1.5
COc1ccc(C2CC(c3ccc([N+](=O)[O-])cc3)=NN2C(C)=O)cc1 (stereo unspecified),0.6,2.8,?,9.8,2.6,-4.0,0.2,27.9,-35.4
COc1ccc(CCNCC(=O)Nc2ccc(C)c(S(=O)(=O)N(C)C)c2)cc1,0.0,-6.4,-4.3,1.0,2.6,-4.1,2.0,2.5,1.6
Cc1ccc(S(=O)(=O)NN2C(=O)/C(=C/c3ccc(F)cc3)SC2=S)cc1,-5.5,-5.5,?,-0.4,0.4,-2.9,-4.2,-4.6,-1.4
O=C(c1cnsn1)N1CCCC(Nc2ccc(F)c(F)c2)C1 (stereo unspecified),-4.6,8.9,4.7,3.4,2.3,2.0,-6.6,-9.0,9.3
Cc1ccc(SCc2cc(=O)[nH]c(Nc3nc(C)c4ccc(C)cc4n3)n2)cc1,-2.4,-1.2,3.2,.,-0.8,-102.1,-0.8,2.6,2.8
CCC(C(=O)NCc1ccc(C)cc1)c1ccccc1 (stereo unspecified),-1.8,-1.3,?,-1.2,-0.2,0.4,1.4,4.2,8.8
C#Cc1cccc(C(=O)N(Cc2cccnc2)CC2CCCN(C3CCCCC3)C2)c1 (stereo unspecified),2.8,.,-0.3,1.3,.,-2.4,1.2,13.3,-8.8
COc1cccc(-c2cc(C(=O)N3CCN(Cc4ccccc4)CC3)no2)c1,-0.3,1.2,24.9,-0.7,0.7,-0.8,1.6,-0.6,1.4
Cc1c(NC(=O)C2CCCO2)cccc1[N+](=O)[O-] (stereo unspecified),1.1,-9.3,12.2,-1.6,-1.5,8.7,1.4,0.0,4.7
Cc1ccc(C)c(CNS(=O)(=O)c2ccc3c(c2)C(C)(C)C(=O)N3C)c1,-2.7,2.1,-4.5,0.6,-2.6,1.4,-2.9,-8.6,-0.4
Brc1ccc(-c2noc(-c3ccccc3)n2)o1,-0.4,-2.6,-3.0,.,3.2,4.1,0.4,1.0,3.6
CN(c1ccc(OCC(=O)NC2CCC(O)CC2)cc1)S(=O)(=O)c1ccc(Cl)cc1 (stereo unspecified),-4.4,0.2,-1.3,0.4,-2.5,-1.1,-0.8,12.5,-0.4
COc1cc(OC)cc(-c2c(-c3cccs3)c3cc(-c4ccc(OC)cc4F)ccc3n2C)c1,-0.6,0.1,-8.5,1.2,-0.5,-7.9,19.1,19.4,-7.3
COc1ccc2c(c1)CCc1c(C(=O)NCc3ccc(Cl)cc3)noc1-2,1.7,-7.3,-7.5,.,0.9,8.7,4.2,9.2,-7.6
O=C(Nc1cccc(S(=O)(=O)N2CCCCC2)c1)c1ccc2ccccc2n1,-3.0,-51.5,0.6,.,0.3,4.8,1.2,5.9,7.3
O=C(Oc1cccc(-n2cnnn2)c1)c1sc2ccccc2c1Cl,-1.0,-0.5,-1.4,-1.6,-0.1,-51.9,0.2,4.6,8.4
O=C(c1ccccc1F)N1CCN(S(=O)(=O)c2ccc3ccccc3c2)CC1,-3.0,-2.2,-15.5,3.1,1.1,2.1,-0.8,8.6,7.9

# Part of the list above, bar-delimited.
SMILES | FadD28 binding | Rv3671c inh | BoNT-F LC inh | BioA inh | UGM FP inh | MazEF act | FBA Mtb inh | GDH-TPI counter | PrPC surface inh
COc1cccc(-c2cc(C(=O)N3CCN(Cc4ccccc4)CC3)no2)c1 | -0.3 | 1.2 | 24.9 | -0.7 | 0.7 | -0.8 | 1.6 | -0.6 | 1.4
Cc1c(NC(=O)C2CCCO2)cccc1[N+](=O)[O-] (stereo unspecified) | 1.1 | -9.3 | 12.2 | -1.6 | -1.5 | 8.7 | 1.4 | 0.0 | 4.7
Cc1ccc(C)c(CNS(=O)(=O)c2ccc3c(c2)C(C)(C)C(=O)N3C)c1 | -2.7 | 2.1 | -4.5 | 0.6 | -2.6 | 1.4 | -2.9 | -8.6 | -0.4
Brc1ccc(-c2noc(-c3ccccc3)n2)o1 | -0.4 | -2.6 | -3.0 | . | 3.2 | 4.1 | 0.4 | 1.0 | 3.6
CN(c1ccc(OCC(=O)NC2CCC(O)CC2)cc1)S(=O)(=O)c1ccc(Cl)cc1 (stereo unspecified) | -4.4 | 0.2 | -1.3 | 0.4 | -2.5 | -1.1 | -0.8 | 12.5 | -0.4
COc1cc(OC)cc(-c2c(-c3cccs3)c3cc(-c4ccc(OC)cc4F)ccc3n2C)c1 | -0.6 | 0.1 | -8.5 | 1.2 | -0.5 | -7.9 | 19.1 | 19.4 | -7.3
COc1ccc2c(c1)CCc1c(C(=O)NCc3ccc(Cl)cc3)noc1-2 | 1.7 | -7.3 | -7.5 | . | 0.9 | 8.7 | 4.2 | 9.2 | -7.6
O=C(Nc1cccc(S(=O)(=O)N2CCCCC2)c1)c1ccc2ccccc2n1 | -3.0 | -51.5 | 0.6 | . | 0.3 | 4.8 | 1.2 | 5.9 | 7.3
O=C(Oc1cccc(-n2cnnn2)c1)c1sc2ccccc2c1Cl | -1.0 | -0.5 | -1.4 | -1.6 | -0.1 | -51.9 | 0.2 | 4.6 | 8.4
O=C(c1ccccc1F)N1CCN(S(=O)(=O)c2ccc3ccccc3c2)CC1 | -3.0 | -2.2 | -15.5 | 3.1 | 1.1 | 2.1 | -0.8 | 8.6 | 7.9

# (cont.)
SMILES,FadD28 binding,Rv3671c inh,BoNT-F LC inh,BioA inh,UGM FP inh,MazEF act,FBA Mtb inh,GDH-TPI counter,PrPC surface inh
CCNS(=O)(=O)c1cc(-c2nnc(OC)c3ccccc23)ccc1C,-5.3,5.0,?,4.9,-2.8,6.0,-3.1,-12.6,13.1
O=C(O)Cn1c(-c2cscn2)nc2ccccc21,0.5,-2.6,-1.1,2.0,1.4,9.6,5.9,8.7,2.5
COc1ccc(S(=O)(=O)N(C)C[C@H]2Oc3c(NS(=O)(=O)c4ccc(F)cc4)cccc3C(=O)N([C@H](C)CO)C[C@@H]2C)cc1,-0.5,-2.9,-1.5,-0.3,-1.5,4.3,-0.7,-1.9,3.6
O=C(C1=C(O)C(=O)N(c2ncccn2)C1c1ccc(F)cc1)c1ccco1 (stereo unspecified),-3.6,2.5,?,2.5,3.6,3.2,-3.0,-12.3,5.3
COc1ccccc1C(=O)N1CCN(Cc2cn[nH]c2-c2ccc(F)cc2F)CC1,-0.9,7.9,-1.6,3.6,-0.9,7.9,-3.1,2.9,-5.1
Cc1cnc(NC(=O)c2cccc(S(=O)(=O)N3CC(C)OC(C)C3)c2)s1 (stereo unspecified),-2.4,-4.9,-9.8,.,-0.8,4.2,-2.1,6.6,3.2
